JNK3 blocker = inhibitors of human JNK3 kinase; inhibition, % at 8 µM; 60,000 tested, 0.61% active; P53779; AID 746; purified JNK3 kinase activity, HTS; in the data active = inhibition above about 17%;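 also: 0% = DMSO and 100% = reference inhibitor; many of its hits are not listed in these tables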
CatB mixtures = inhibitors of human cathepsin B in compound mixtures; Purified cathepsin B, AMC dipeptide fluorescence; P07858; 62,000 tested, 0.06% active; inhibition, %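 (ten-compound pools at 5 µM per compound and 50 µM total)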; in the data active = inhibition above about 22%, passing the limit was not always enough;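 also: 0% = enzyme without compound and 100% = no enzyme blank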
AP complement = orthogonal test for alternative complement pathway inhibitors; Human serum alternative complement pathway, LPS-coated ELISA, C3 deposition; tested in compound mixtures; inhibition, % at 5 µM; 62,000 tested, 0.08% active; AID 1235;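 active = inhibition above 30% in each of the two pooled mixtures holding the compound, so the lower value exceeds 30%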;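 also: 0% = serum in Mg-EGTA without compound and 100% = EDTA serum blank; some compounds past the cut are filed as inactive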
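Assay system: human serum alternative complement pathway, C3 deposition on LPS-coated wells; Dosing: 5 µM per compound in ten-compound mixtures; Detection: Anti-C3 ELISA, OD 450 nm; Buffer or medium: Mg2+-EGTA GVB++ buffer containing human serum at 1:15 dilution; Timing: 1 h at 37 °C; Replication: two different pools per compound.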
ROCK2 blocker = inhibitors of human Rho kinase 2; AID 604; 60,000 tested, 0.35% active; purified ROCK2, Kinase-Glo ATP depletion luminescence; inhibition, % at 6 µM;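 active = inhibition above the screen-wide mean inhibition plus 3 SD, cut at about 18% in these data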;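 also: plate controls were DMSO wells for no effect and Y-27632 control wells after no-enzyme background subtraction for full effect; many of its hits are not listed in these tables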
PKA kinase inh = inhibitors of human protein kinase A; P17612; PKA Kemptide phosphorylation, Kinase-Glo ATP luminescence; inhibition, % at 6 µM; 65,000 tested, 0.1% active; AID 524;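 active = inhibition above the screen-wide mean inhibition plus 3 SD, cut at about 21% in these data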; also: many of its hits are not listed in these tables
CatS inh = blocks human cathepsin S protease activity. P25774. recombinant cathepsin S, AMC dipeptide fluorescence, pooled mixtures. inhibition, %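 (tested at 5 µM per compound within 10-compound mixtures)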. 62,000 tested, 0.06% active; in the data active = inhibition above about 32%, passing the limit was not always enough;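 also: 0% = enzyme without compound and 100% = blank without enzyme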
RORa activator = activates the human nuclear receptor RORA; CHO-K1 Gal4-RORA LBD luciferase reporter, luminescence; percent increase over mock-subtracted basal signal; P35398; AID 560; 65,000 tested, 1.5% active; activation, % at 10 µM;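 active = activation above the mean of all tested compounds plus 3 SD, cut at about 49% in these data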;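 also: 0% = DMSO-treated RORA cells and 100% = added signal equal to DMSO minus mock-transfected cells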
Ec RNAP inh = blocks E. coli RNA polymerase transcription | fluorescence transcription assay | inhibition, %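 (tested at 10 µM)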 | 62,000 tested, 0.2% active | AID 559; in the data active = inhibition above about 20%;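 also: 0% = enzyme without compound and 100% = no enzyme blank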
Target sequence (P0A8V2 whole entry, looked up): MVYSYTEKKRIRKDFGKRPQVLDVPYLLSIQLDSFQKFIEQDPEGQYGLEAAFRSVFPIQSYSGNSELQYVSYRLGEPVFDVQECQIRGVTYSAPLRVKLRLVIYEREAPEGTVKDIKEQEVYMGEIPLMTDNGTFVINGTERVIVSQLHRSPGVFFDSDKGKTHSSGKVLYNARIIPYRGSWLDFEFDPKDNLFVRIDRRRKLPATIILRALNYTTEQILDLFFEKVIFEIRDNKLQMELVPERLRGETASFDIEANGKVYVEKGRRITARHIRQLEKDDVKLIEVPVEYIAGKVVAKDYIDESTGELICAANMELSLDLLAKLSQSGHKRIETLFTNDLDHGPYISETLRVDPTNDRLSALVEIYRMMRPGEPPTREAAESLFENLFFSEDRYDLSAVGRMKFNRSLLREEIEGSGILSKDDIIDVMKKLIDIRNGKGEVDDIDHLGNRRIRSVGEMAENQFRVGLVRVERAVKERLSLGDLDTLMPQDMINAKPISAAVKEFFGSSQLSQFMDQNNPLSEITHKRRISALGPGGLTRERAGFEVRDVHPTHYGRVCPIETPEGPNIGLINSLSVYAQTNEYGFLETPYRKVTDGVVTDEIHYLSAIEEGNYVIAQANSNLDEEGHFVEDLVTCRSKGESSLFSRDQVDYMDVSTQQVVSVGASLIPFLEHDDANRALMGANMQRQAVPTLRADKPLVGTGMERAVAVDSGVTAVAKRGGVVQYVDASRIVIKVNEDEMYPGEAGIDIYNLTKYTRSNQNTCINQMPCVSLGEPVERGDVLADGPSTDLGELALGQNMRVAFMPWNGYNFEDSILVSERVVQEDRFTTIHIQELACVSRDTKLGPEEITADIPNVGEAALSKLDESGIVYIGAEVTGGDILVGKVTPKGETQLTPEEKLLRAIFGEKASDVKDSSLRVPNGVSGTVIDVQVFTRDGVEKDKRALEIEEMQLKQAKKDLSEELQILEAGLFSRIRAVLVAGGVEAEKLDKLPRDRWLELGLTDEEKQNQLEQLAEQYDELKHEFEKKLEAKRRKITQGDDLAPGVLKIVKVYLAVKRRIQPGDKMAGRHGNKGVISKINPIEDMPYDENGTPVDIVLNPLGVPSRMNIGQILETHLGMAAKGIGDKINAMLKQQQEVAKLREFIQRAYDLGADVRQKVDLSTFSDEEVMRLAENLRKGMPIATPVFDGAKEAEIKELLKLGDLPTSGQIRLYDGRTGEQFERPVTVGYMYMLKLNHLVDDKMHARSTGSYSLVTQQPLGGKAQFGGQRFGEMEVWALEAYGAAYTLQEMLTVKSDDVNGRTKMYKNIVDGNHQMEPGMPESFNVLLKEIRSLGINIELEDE
CatB block = inhibitors of human cathepsin B; 63,000 tested, 0.1% active; P07858; AID 453; purified cathepsin B, fluorogenic substrate, fluorescence; inhibition, %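 (tested at 10 µM)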; in the data active = inhibition above about 21%;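 also: 0% = enzyme with no compound and 100% = no enzyme blank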
* hit, by the source's call; · = no result given.

SMILES | JNK3 blocker | CatB mixtures | AP complement | ROCK2 blocker | PKA kinase inh | CatS inh | RORa activator | Ec RNAP inh | CatB block
CCC(C(=O)Nc1nc(C)cs1)c1ccccc1 (stereo not given) | · | 1 | -8 | · | 6 | 5 | -10 | -1 | -2
CCN1C(=O)C(C(=O)Nc2ccc(OC)cc2)C2CC1(C)Oc1ccccc12 (stereo not given) | -4 | 2 | -11 | 2 | -5 | 8 | 8 | 5 | 0
O=C1CC(C(=O)Nc2ccccc2)N=C(N2CCOCC2)N1 (stereo not given) | -4 | -8 | -3 | 5 | 2 | 7 | -13 | 4 | 6
Cc1nc2sc(C(c3cccs3)N3CCC(C(N)=O)CC3)c(O)n2n1 (stereo not given) | -9 | 3 | -6 | -5 | -3 | 16 | -6 | 5 | 0
O=C(c1cccs1)N1CCN(S(=O)(=O)N2CCCCC2)CC1 | -4 | 5 | 6 | 0 | 3 | 20 | 2 | 8 | -1
CC(=O)Nc1ccc(S(=O)(=O)Nc2cccc(N(C)S(C)(=O)=O)c2)cc1 | -1 | 5 | 3 | 6 | 1 | 5 | 0 | 5 | -4
CCOC(=O)N1CCN(C(=O)CSc2nnc(-c3cccc(OC)c3)o2)CC1 | -6 | 2 | 15 | 3 | 3 | 1 | -11 | 2 | 1
COc1c(N)c2ccccc2[nH]c1=O | -3 | 7 | 4 | -1 | -6 | 20 | 2 | 3 | 5
COC(=O)c1ccccc1NC(=O)CSc1nnc(COc2cccc(OC)c2)n1C | 4 | 3 | 11 | 2 | -5 | 2 | -10 | 7 | -5
Cc1cc(C)n(Cc2cc(C)c(Cn3nc(C)cc3C)cc2C)n1 | 8 | 3 | 8 | 5 | 3 | -5 | -22 | 14 | 5
CCOc1ccc(Nc2nc3c(c(=O)[nH]2)CCCC3)cc1 | -2 | 5 | 10 | -3 | 0 | 3 | 9 | 12 | 0
CC(=O)c1cccc(NC(=O)NCc2cccs2)c1 | 3 | 5 | 14 | 20* | 8 | 1 | 15 | 11 | -1
CCCCNC(=O)CCn1nc(-c2ccccc2)ccc1=O | 5 | 1 | 3 | 5 | 6 | 1 | 22 | 7 | 7
COc1ccccc1-c1cc(C(F)(F)F)nc(N2CCN(c3ccc(F)cc3)CC2)n1 | · | -1 | 11 | · | -4 | 3 | -3 | -3 | 3
Cc1ccc(OCc2ccoc2C(=O)O)cc1C | -3 | -5 | 4 | -7 | -4 | -5 | -6 | -3 | -1
CCS(=O)(=O)N1CCN(Cc2ccccc2OC)CC1 | 6 | 6 | 2 | 0 | 1 | 14 | -3 | 7 | -3
O=C(NCCN1C(=O)C2C3C=CC(C3)C2C1=O)N1CCCCC1 (stereo not given) | -1 | 4 | -5 | 5 | 10 | -10 | -1 | 3 | 2
O=C(Nc1cccc(F)c1)c1ccc(S(=O)(=O)NCC2CCCO2)cc1 (stereo not given) | 4 | 4 | -7 | 0 | -1 | -2 | 12 | 7 | 3
c1ccc(-c2cc(-c3nnc4sc(-c5ccccn5)nn34)[nH]n2)cc1 | 5 | -6 | 9 | 4 | 6 | -2 | 9 | 14 | 0
Cn1c(SCC(=O)c2ccccc2)nc2cccnc21 | 0 | 5 | 17 | 2 | -1 | 3 | 8 | 5 | 4
CC(Sc1nc(-c2ccccc2)cc(C(F)(F)F)n1)C(=O)NCCN1CCOCC1 (stereo not given) | 1 | 2 | 10 | 6 | 8 | 1 | 2 | 7 | 3
Cc1cc(=O)n2nc(N3CCC(C(=O)NC4CCCc5ccccc54)CC3)sc2n1 (stereo not given) | 1 | 0 | 13 | 3 | 13 | 0 | -6 | -12 | 0
O=C(c1cnn2ccccc12)N1CCCc2ccccc21 | -1 | 1 | 12 | -1 | -10 | 13 | -14 | 4 | 2
Cn1nnc(C(O)CN2CCOCC2)n1 (stereo not given) | -4 | 7 | 8 | 1 | -11 | -3 | -10 | 6 | 3
CCn1c(C(=O)NC(C)c2ccc3c(c2)OCCO3)cc2sccc21 (stereo not given) | -2 | 6 | 12 | 5 | 2 | 19 | 9 | 12 | 1
(list continues)
SMILES | JNK3 blocker | CatB mixtures | AP complement | ROCK2 blocker | PKA kinase inh | CatS inh | RORa activator | Ec RNAP inh | CatB block
O=C(NCC1CCCO1)c1ccc(N2CCCCC2)nc1 (stereo not given) | -9 | -2 | 12 | -1 | 2 | 16 | 14 | 2 | -1
Cc1ccc(S(=O)(=O)c2c(C)nn(C(C)(C)C)c2OC(=O)c2ccc(Br)o2)cc1 | 7 | 1 | 10 | 5 | 5 | -1 | -18 | 2 | 0
NC(=O)C1CCCN(C(=O)NC2CCCCC2)C1 (stereo not given) | · | 2 | 10 | · | 12 | -3 | -22 | 5 | 4
COc1ccc(Cc2nnc(SCC(=O)N3CCc4ccccc4C3)o2)cc1 | · | 0 | 0 | · | 12 | -4 | 17 | 8 | 6
CCOC(=O)CS(=O)(=O)c1ccc2ccccc2c1 | · | 3 | 6 | · | -7 | -3 | 0 | 4 | -4
CCc1c(C)nc2cc(-c3cccs3)[nH]n2c1=O | 0 | 3 | 13 | 0 | 1 | 1 | 43 | 2 | 6
O=C(O)CCc1ccc(-c2ccc(F)cc2)n1CC(=O)O | · | 9 | 1 | · | 9 | 49 | 4 | 10 | 2
Cc1cc(OCC(=O)N2CCOCC2)c(C(C)C)cc1Cl | 8 | -2 | -6 | 6 | 6 | 6 | -3 | 2 | -2
CCOCCCNC(=O)C(c1ccc(Cl)cc1)N1CCN(C(=O)c2ccco2)CC1 (stereo not given) | · | -2 | 21 | · | -10 | -7 | -14 | -4 | -4
CN(C)C=Nc1c(Br)cc(Br)c2nonc12 | 3 | 9 | 9 | 2 | 5 | 20 | -7 | 18 | ·
CCOc1ccc2nc(N3CCC(C(=O)N4CCN(C5CCCCC5)CC4)CC3)sc2c1 | 5 | 3 | 1 | 4 | -5 | 3 | 27 | 3 | 2
COC(=O)c1cc(OC)c(OC)cc1NC(=O)CC1CCCCC1 | 2 | 3 | 6 | -8 | -3 | -5 | 8 | 5 | 0
Cc1nn2c3ccccc3nc2n(Cc2ccccc2)c1=O | 3 | -5 | 9 | 1 | -3 | -1 | -3 | -4 | -4
CC(C)CCn1c(SCC(N)=O)nc2c1c(=O)n(C)c(=O)n2C | 5 | -1 | 22 | -2 | 10 | -2 | 28 | -2 | -1
CCOC(=O)N1CCN(CC(=O)Nc2cc(OCC)ccc2OCC)CC1 | · | -3 | -1 | · | 6 | -1 | 6 | 8 | 5
O=C(c1cc2nc3c(c(C(F)(F)F)n2n1)CCc1ccccc1-3)N1CCN2CCCC2C1 (stereo not given) | -4 | 2 | 13 | 4 | 6 | 6 | -5 | 6 | 0
COc1ccc(Cn2c(O)cc(=O)[nH]c2=O)cc1 | -3 | · | · | -7 | 5 | · | -12 | -5 | 3
CCCNc1nc2c(c(=O)[nH]c(=O)n2C)n1CCC(C)C | -3 | 4 | 25 | 9 | 6 | -4 | -16 | · | -3
COc1ccccc1-c1cc(-c2cc(Cl)ccc2O)n[nH]1 | 4 | · | · | 8 | 4 | · | -13 | · | ·
COc1ccc(-c2noc(CN3CCC(Cc4ccccc4)CC3)n2)cc1 | -6 | 4 | -10 | 5 | 4 | 22 | -5 | 7 | 9
COC(=O)Cn1c(C)c(C(C)=O)c(C(C)=O)c1C | 4 | · | · | 8 | 8 | · | -11 | · | ·
CCCCCC(=O)Nc1ccc(N2CCN(CC)CC2)c(Cl)c1 | 3 | 3 | -4 | 0 | 3 | 0 | 48 | 6 | 3
COc1cc(S(=O)(=O)N2CCCCCC2)c(OC)cc1Br | · | 1 | 24 | · | 3 | -1 | 6 | -2 | 6
CCOc1ccc(C2c3c(oc4ccccc4c3=O)C(=O)N2c2ccccn2)cc1OC (stereo not given) | 4 | 3 | 13 | 4 | 10 | 4 | -21 | 5 | 2
CC1=CC(C)(C)Nc2ccc(OC(=O)CN3C(=O)CCC3=O)cc21 | -5 | 1 | 10 | 4 | 7 | 0 | -15 | 6 | 5

Compound profiles (already shown). Screens in order: JNK3 blocker	CatB mixtures	AP complement	ROCK2 blocker	PKA kinase inh	CatS inh	RORa activator	Ec RNAP inh	CatB block
CCCNc1nc2c(c(=O)[nH]c(=O)n2C)n1CCC(C)C reads -3	4	25	9	6	-4	-16	·	-3
Cc1nn2c3ccccc3nc2n(Cc2ccccc2)c1=O reads 3	-5	9	1	-3	-1	-3	-4	-4
CCOC(=O)N1CCN(CC(=O)Nc2cc(OCC)ccc2OCC)CC1 reads ·	-3	-1	·	6	-1	6	8	5

Next section
SMILES | JNK3 blocker | CatB mixtures | AP complement | ROCK2 blocker | PKA kinase inh | CatS inh | RORa activator | Ec RNAP inh | CatB block
O=C(c1cccc2ccccc12)N1CCN(CC2CC=CCC2)CC1 (stereo not given) | 2 | -1 | -1 | -2 | 8 | 10 | 8 | 0 | 4
COc1ccc(-c2nn(-c3ccccc3)cc2C(=O)O)cc1 | 7 | 0 | 11 | 0 | 8 | -1 | -8 | -8 | 2
Cc1ccnc(N2C(=O)OC(C)(C)C2(C)O)c1 (stereo not given) | -3 | -3 | 19 | -2 | -5 | -20 | 24 | -10 | 6
Cc1ccccc1Cn1cc(S(=O)(=O)CC(=O)Nc2nccs2)c2ccccc21 | · | 2 | 8 | · | 3 | 4 | 6 | 8 | -2
COc1ccc(CCNC(=O)CCN2C(=O)COc3ccc(C)cc32)cc1OC | -1 | 0 | 7 | 5 | 5 | -4 | -7 | 2 | 3
COc1ccc(Cn2c(CCC(=O)NCc3ccco3)nc3cccnc32)cc1 | -1 | -3 | -1 | 8 | 11 | 2 | -13 | 7 | -5
C#CCOC(=O)c1ccccc1C(=O)n1nnc2ccccc21 | -12 | 9 | -1 | 4 | 0 | 17 | -26 | 9 | 5
CS(=O)(=O)N(CC(=O)Nc1ccc2c(c1)OCCO2)c1ccc2c(c1)OCO2 | -3 | 2 | -8 | 7 | 10 | 3 | 17 | 7 | 0
O=C1NCCCC1C(=O)NCCN1C(=O)CCC1=O (stereo not given) | -4 | 1 | -7 | 3 | 5 | 12 | 2 | 6 | 5
CCN1CCN(C(=O)C2CCN(S(=O)(=O)c3cccc4cccnc34)CC2)CC1 | 1 | -1 | 9 | -2 | 6 | 5 | -7 | 6 | -1
CN(C)C(=O)CSc1nnc(CCCCCNC(=O)OC(C)(C)C)o1 | -1 | 2 | -14 | 5 | 4 | -5 | 25 | -2 | 2
CC(=O)Nc1ccccc1C(=O)N1CC(C)OC(C)C1 (stereo not given) | -1 | -2 | -14 | 1 | 12 | 2 | 8 | -3 | 2
COc1ccc(C(=O)CSC2=C(C#N)C3(CCCCC3)C(C#N)=C(N)N2)cc1 | 13 | · | · | 11 | 3 | · | 5 | 3 | 3
CCOc1cc(C2NC(=O)NC(C)=C2C(=O)OC(C)CC)cc(Br)c1O (stereo not given) | · | 2 | 11 | · | 10 | -1 | 14 | 4 | 6
COc1cc(S(=O)(=O)N2CCCCC2)ccc1NC=O | · | -3 | 9 | · | · | 11 | · | -1 | -2
O=C(c1ccco1)N(Cc1ccco1)c1ccc(O)cc1 | -1 | -4 | 13 | -2 | 0 | -39 | -14 | 1 | -2
COc1ccc(NC(=O)CNc2cccc(C#N)c2)cc1Cl | 3 | 51 | 7 | 12 | 13 | · | -33 | 8 | 4
O=C(O)c1cccc(N2CCCC2)c1 | 3 | 2 | 15 | 3 | 1 | -2 | -3 | 0 | -6
C=CCn1c(SCC(=O)Nc2nnc(CC)s2)nnc1-c1ccco1 | -1 | 5 | 21 | -2 | -1 | -7 | 5 | 3 | -4
COCCn1c(C)cc(C(=O)COC(=O)c2n[nH]c3ccccc23)c1C | 3 | 3 | 12 | -2 | 0 | -3 | -58 | 3 | -4

Individual results from the results shown.
Under PKA kinase inh, COCCn1c(C)cc(C(=O)COC(=O)c2n[nH]c3ccccc23)c1C shows 0
Under Ec RNAP inh, COc1ccc(Cn2c(CCC(=O)NCc3ccco3)nc3cccnc32)cc1 shows 7
Under ROCK2 blocker, COc1ccc(CCNC(=O)CCN2C(=O)COc3ccc(C)cc32)cc1OC shows 5

Some of the compounds tested; rates above refer to the full screens.
